# Screening results as filed in PubChem.
# MazF activator: increases E. coli MazEF RNase cleavage of RNA | FAM/BHQ RNA-DNA oligo cleavage fluorescence, 5 h | activation, % at 20 µM | P0AE70 | 350,000 compounds, 0.32% hits; in the data active means activation above about 50%
# Target sequence (P0AE70 whole entry, looked up): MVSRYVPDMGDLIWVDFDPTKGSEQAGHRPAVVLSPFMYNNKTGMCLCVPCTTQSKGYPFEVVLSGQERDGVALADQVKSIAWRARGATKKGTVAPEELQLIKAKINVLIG
# Mtb UGM inh: blocks M. tuberculosis UGM enzyme | P9WIQ1 | purified UGM, fluorescence polarization probe displacement | inhibition, % at 10 µM | 320,000 compounds, 0.06% hits; in the data active means inhibition above about 10%, passing the limit was not always enough
# Target sequence (P9WIQ1 whole entry, looked up): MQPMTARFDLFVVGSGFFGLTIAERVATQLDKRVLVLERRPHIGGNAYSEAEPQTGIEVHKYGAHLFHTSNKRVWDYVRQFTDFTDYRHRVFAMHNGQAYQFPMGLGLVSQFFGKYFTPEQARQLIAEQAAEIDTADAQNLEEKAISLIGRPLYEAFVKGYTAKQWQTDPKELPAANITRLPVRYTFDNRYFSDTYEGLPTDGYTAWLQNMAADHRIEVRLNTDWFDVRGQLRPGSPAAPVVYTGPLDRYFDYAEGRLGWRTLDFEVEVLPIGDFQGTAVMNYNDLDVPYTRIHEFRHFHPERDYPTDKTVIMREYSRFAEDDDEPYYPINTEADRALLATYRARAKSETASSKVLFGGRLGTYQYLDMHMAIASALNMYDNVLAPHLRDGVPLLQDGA
# GDH-TPI counter: counter-screen for M. tuberculosis FBA inhibitors: GDH-TPI coupled enzymes; AID 588335; GDH-TPI coupled enzyme counterscreen, NADH absorbance; inhibition, % at 4.8 µM; 360,000 compounds, 1.2% hits; in the data active means inhibition above about 30%;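 further: 0% = DMSO wells and 100% = wells lacking the enzyme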
# Rv3671c inh: inhibitors of M. tuberculosis serine protease Rv3671c | inhibition, % at 5.96 µM | AID 2606 | P9WHR9 | 320,000 compounds, 0.048% hits; in the data active means inhibition above about 38%;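 further: extracellular domain of Rv3671c used as enzyme; 0% = enzyme with DMSO and 100% = no enzyme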
# VHR inh abs: inhibitors of human VHR1 phosphatase (DUSP3) | P51452 | recombinant VHR phosphatase, pNPP absorbance | inhibition, % at 13.3 µM | 290,000 compounds, 0.52% hits | AID 1654; in the data active means inhibition above about 50%; further: some compounds called inactive have numbers as strong as hits
# Target sequence (P51452 whole entry, looked up): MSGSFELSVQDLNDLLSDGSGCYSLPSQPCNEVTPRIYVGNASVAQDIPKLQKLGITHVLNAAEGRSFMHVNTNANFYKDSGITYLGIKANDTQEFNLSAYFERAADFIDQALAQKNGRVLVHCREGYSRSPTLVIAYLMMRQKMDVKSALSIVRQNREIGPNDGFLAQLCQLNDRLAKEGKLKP
# 3CLpro inhibitor: SARS-CoV 3CLpro protease inhibition; inhibition, % at 6 µM; 290,000 compounds, 0.14% hits; AID 1706; recombinant SARS-CoV 3CLpro, quenched FRET peptide cleavage; P0C6X7; in the data active means inhibition above about 12%
# FBA Mtb inh: inhibits M. tuberculosis FBA enzyme; P9WQA3; purified M. tuberculosis FBA, fluorescence read-out; inhibition, % at 1 µM; 360,000 compounds, 2.3% hits; AID 588726; in the data active means inhibition above about 27%;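 further: 0% = vehicle and 100% = reference inhibitor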
# BioA inh: blocks M. tuberculosis BioA enzyme activity; inhibition, % at 9.99 µM; 360,000 compounds, 0.096% hits; purified M. tuberculosis BioA enzyme, plate reader; in the data active means inhibition above about 40%
# BH1578 lux ind: quorum light induction in luxS cqsA deficient V. cholerae; activation, % at 18.7 µM; 350,000 compounds, 0.16% hits; V. cholerae BH1578 lux reporter, luminescence, 6 h; AID 588436; in the data active means activation mostly above about 9.7%, no sharp cut-off; further: not every result past the cut was called active; inactives centre near 0; reference of the scale not given here
# SSB-PriA inh: K. pneumoniae PriA-SSBct interaction inhibition. 430,000 compounds, 0.6% hits. AlphaScreen SSBct-PriA binding, biotinylated peptide. inhibition, % at 33 µM; in the data active means inhibition mostly above about 37%, no sharp cut-off; inactive means mostly below about 20%;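 further: plate controls were negative control peptide for no effect and reference peptide for full effect; strong numbers were not always called active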
# Starred values were filed as active, the others as inactive; i = inactive; . = no result given; & = joins results of further samples.
SMILES,MazF activator,Mtb UGM inh,GDH-TPI counter,Rv3671c inh,VHR inh abs,3CLpro inhibitor,FBA Mtb inh,BioA inh,BH1578 lux ind,SSB-PriA inh
Nc1cc(OC(=O)c2c(F)cccc2Cl)nn1S(=O)(=O)c1ccccc1,7,0.4,-1,3,26,7,1,10,-0.4,-1
CC1(C)CC(=O)C(C2C3=C(CC(C)(C)CC3=O)Oc3ccccc32)C(=O)C1 (configuration not stated),6,-0.5,9,-1,21,4,-1,.,-0.5,-5
COc1cccc(NC(=O)CN(C)C(=O)c2cc(S(=O)(=O)N3CCCCC3)ccc2Cl)c1,-1,-1.8,1,-7,.,.,-1,.,-5.6,5
Cn1cccc1CC(=O)N/N=C/c1ccc([N+](=O)[O-])cc1,4,0.8,18,-5,10,-2,1,0.8,-0.4,i
CCCNC(=O)c1ccc2c(=O)n3c(-c4ccc(C)cc4)csc3nc2c1,4,-2.2,6,-4,11,.,12,-0.8,0.6,18
Cc1cc(/C(=N/O)C(C)(C)NO)ccc1Cl,19,-2.2,3,1,14,1,1,-1.5,-2.0,.
CC(=O)n1c2c(c3ccccc31)OC(N)=C(C#N)C2c1ccc(C(C)C)cc1 (configuration not stated),1,0.2,2,-7,13,0,10,.,-1.7,10
CC(C)(C)NC(=O)c1ccccc1-c1nc(-c2ccccc2Cl)no1,0,1.1,0,5,18,1,0,-0.1,i,-3
COc1cc(S(=O)(=O)N(Cc2ccccn2)Cc2ccccc2Cl)ccc1-n1cnnn1,-23,0.4,9,8,18,0,2,-1.9,i,-10
CCCOc1ccc(CC(=O)NNC(=S)Nc2ccccc2)cc1Br,3,3.0,-1,-3,14,1,9,3.9,-1.9,-3
O=C(Cn1cnc([N+](=O)[O-])n1)N/N=C/c1ccc2ccccc2c1,2,-0.6,-5,-8,18,-2,-2,.,i,.
COc1ccc(C2c3ccsc3CCN2C(=O)NC(C)(C)C)cc1 (configuration not stated),3,1.0,3,10,27,-2,1,.,-0.4,-7
CCC(=O)OC1(c2cccc(C)c2)CC(C)N(C)CC1C (configuration not stated),-2,4.2,-5,5,-11,-6,2,-1.1,3.4,1
COC(=O)Cn1c(=O)c2c(nc(Br)n2Cc2ccccc2Cl)n(C)c1=O,-1,-0.4,5,5,27,-2,-2,5.9,i,-6
[O-]/[N+](=C\c1ccccc1)c1ccccc1,10,-0.2,10,-1,.,.,3,-1.9,i,10
CC(C)c1ccc(NC(=O)C(=O)C2C(=O)Nc3ccccc32)cc1 (configuration not stated),-3,-0.5,7,4,11,4,6,.,-1.9,-15
O=c1cc(-c2ccccc2Cl)oc2c(NS(=O)(=O)c3cccs3)ccc(O)c12,5,-4.2,5,0,6,.,-1,-1.0,i,5
O=C(NCCCN1CCN(c2cccc(Cl)c2)CC1)c1nc(-c2ccncc2)no1,2,0.1,-4,2,11,-6,2,-3.8,0.4,-4
Cc1ccc(-c2nnc(N3CCOCC3)c3ccccc23)cc1S(=O)(=O)N(C)C,3,.,3,.,40,3,-5,-1.1,1.1,3
O=C(CNC(=O)[C@@H]1Cc2ccccc2CN1)NC1CCCC1,10,1.2,-16,-2,-9,-1,-6,-0.6,-7.1,-4
O=C1c2cccc3c(N4CCOCC4)c([N+](=O)[O-])cc(c23)C(=O)N1c1cccc2ccccc12,-6,0.1,3,0,-4,1,-2,.,-0.3,-13
CCOc1cccc(N2C(=O)CC(N3CCC(C(N)=O)(N4CCCCC4)CC3)C2=O)c1 (configuration not stated),8,0.5,5,-1,7,-4,0,-0.3,i,-5
CCc1ccc(CCC(=O)Nc2ccc(Br)cc2)o1,-10,0.9,22,-9,2,0,-3,-0.4,-0.6,-38
CC(=O)Nc1ccccc1-c1nc2ccc(C(=O)N3CCN(c4cc(C)ccc4C)CC3)cc2[nH]c1=O,3,0.5,22,-7,17,1,-1,-0.9,-0.2,-13
CC12CN3CC(C)(CN(C1)C3c1ccc3c(c1)OCO3)C2 (configuration not stated),5,-1.0,-3,1,36,2,0,.,0.3,-3
Cc1ccc(OCC(=O)NNC(=O)C2CSC3(C)CCC(=O)N23)cc1 (configuration not stated),6,-0.4,-5,4,.,.,3,1.0,i,5
O=C(COC(=O)c1n[nH]c2ccccc12)Nc1ccccc1F,11,4.7,-10,3,.,.,9,-0.6,-2.9,2
O=C(O)C1CCCCC1C(=O)NCCCn1ccnc1 (configuration not stated),6,4.6,-1,3,-4,5,-1,.,-0.9,-10
CCOC(=O)C1CCN(c2c(N3CCCCCC3)c(=O)c2=O)CC1,3,-1.9,6,4,12,-6,-3,2.7,-0.2,0
COc1cc(/C=N/Nc2nc3ccccc3o2)cc(OC)c1O,2,0.3,31*,-1,27,-4,3,-1.2,.,.
COc1ccccc1CC1(C)C(=O)Nc2c(Cl)cccc21 (configuration not stated),.,.,7,.,.,.,-2,0.3,i,.
CC(C)NC(=O)Cn1nnc(-c2cccc(NC(=O)c3ccccc3F)c2)n1,-3,1.1,6,-7,-4,4,1,-2.0,-1.0,3
CC(C)CCN(C(=O)c1csnn1)C(C(=O)NC1CCCC1)c1ccc(F)cc1 (configuration not stated),0,-3.4,2,10,-4,6,3,-2.3,-3.1,-5
Cc1cc(OCC(=O)Nc2ccccn2)c2c(C)cc(=O)oc2c1,31,-1.1,13,8,7,1,20,-0.9,-0.5,-12
O=S(=O)(c1ccc(Cl)cc1)N1CCC(c2nc3ccccc3[nH]2)CC1,16,-1.2,-3,1,2,-2,-2,1.1,0.6,-1
CCNC(=O)CNC(=O)c1nn(Cc2ccccc2)c(=O)c2ccccc12,8,-1.1,-1,-1,13,3,1,-1.0,-1.6,-16
O=C(CN(c1ccccc1Cl)S(=O)(=O)c1ccccc1)N/N=C/c1ccccc1C(=O)O,-4,-0.8,0,-1,15,-2,0,.,-0.3,.
Cc1cccc(C)c1NC(=O)c1csc(COCCO)n1,.,.,1,.,.,.,0,-0.5,-0.9,.
C/C(CCc1oc2c(Br)cc(Br)cc2c1-c1ccc(C)o1)=N\O,-13,-4.2,13,-3,31,4,1,-1.4,-0.4,.
O=C(NCCS(=O)(=O)N1CCN(c2cccc(Cl)c2)CC1)c1ccco1,-1,-0.8,8,-2,.,.,-3,0.8,-0.6,1
CCOC(=O)c1sc2ncn(CC(=O)N(CC)CC)c(=O)c2c1C,3,-1.1,8,-6,-4,0,1,-0.9,i,-8
CCCCCC(=O)NC(=S)Nc1cccc(-c2nc3ncccc3o2)c1,1,-1.4,-3,-7,-10,3,-1,0.4,0.5,-4
Cc1cc(C=O)c(C)n1-c1sc2c(c1C(=O)O)CCCC2,-3,0.7,4,9,1,7,2,.,-0.3,-11
COc1ccc(-c2noc(C3CCCN(C(=O)c4c(F)cccc4F)C3)n2)cc1OC (configuration not stated),7,-0.6,5,-2,18,-3,1,0.8,-0.9,-25
CC(=O)c1nn(-c2ccc(Cl)cc2)cc1C(=O)c1ccccc1,-7,0.3,1,-2,.,.,1,-1.5,-1.2,-3
CC(NC(=O)CN1C(=O)NC2(CCCC2)C1=O)c1ccc2ccccc2c1 (configuration not stated),2,.,5,-2,.,.,0,0.9,-0.3,0
O=C(CN(C(=O)c1csnn1)c1cccc(C(F)(F)F)c1)NCCc1ccccc1,4,2.7,0,7,21,4,0,-1.4,-0.5,-2
CNC(=O)c1sc(N2N=C3/C(=C/c4ccccc4)CCCC3C2c2ccccc2)nc1C (configuration not stated),-85,-1.5,9,-5,3,3,0,-4.8,12*,-42

# The last five records of the section before open the next one:
SMILES,MazF activator,Mtb UGM inh,GDH-TPI counter,Rv3671c inh,VHR inh abs,3CLpro inhibitor,FBA Mtb inh,BioA inh,BH1578 lux ind,SSB-PriA inh
COc1ccc(-c2noc(C3CCCN(C(=O)c4c(F)cccc4F)C3)n2)cc1OC (configuration not stated),7,-0.6,5,-2,18,-3,1,0.8,-0.9,-25
CC(=O)c1nn(-c2ccc(Cl)cc2)cc1C(=O)c1ccccc1,-7,0.3,1,-2,.,.,1,-1.5,-1.2,-3
CC(NC(=O)CN1C(=O)NC2(CCCC2)C1=O)c1ccc2ccccc2c1 (configuration not stated),2,.,5,-2,.,.,0,0.9,-0.3,0
O=C(CN(C(=O)c1csnn1)c1cccc(C(F)(F)F)c1)NCCc1ccccc1,4,2.7,0,7,21,4,0,-1.4,-0.5,-2
CNC(=O)c1sc(N2N=C3/C(=C/c4ccccc4)CCCC3C2c2ccccc2)nc1C (configuration not stated),-85,-1.5,9,-5,3,3,0,-4.8,12*,-42
Cc1ccc(OCCCCCN2CCOCC2)cc1,4,2.3,-4,.,20,4,-3,0.1,-0.2,-24
COc1ccc(S(=O)(=O)N2CCCCCC2)cc1C(=O)N1CCN(c2ccccc2C)CC1,-5,-2.1,-2,2,.,.,0,4.1,i,10
COC(=O)c1ccc(S(=O)(=O)N2CCCN(Cc3ccccc3)CC2)n1C,5,0.3,-3,2,16,-3,-1,.,-0.4,4
Cc1ccc(N2CCN(S(=O)(=O)c3ccc(F)c(C)c3)CC2)c(C)c1,0,0.2,-12,6,0,-1,6,-2.3,i,-13
COc1ccc(CN(C)C(=O)C2CSC3(C)CCC(=O)N23)cc1 (configuration not stated),4,0.2,6,2,.,.,-1,.,0.7,-3
O=c1c2ccccc2n(CC(O)CN2CCCCC2)c2ccccc12 (configuration not stated),10,-2.1,4,2,21,1,109*,2.4,0.3,-1
CCOc1ccc(CN(C)C(=O)c2ccc(=O)[nH]c2)cc1,3,-0.7,2,0,21,5,1,-0.9,i,-7
Nc1cncc(C(=O)O)c1,4&6,-2.1&1.4,24&-9,1&11,14&20,5&0,11&4,-1.6,1.9&-0.4,-3&8
COc1ccc(C(=O)Nc2ccc3c(c2)C(=O)N(C)C3=O)cc1OC,2,2.4,8,-1,7,-4,-4,.,i,-4
CC1(C)Cc2nc(NCCCO)c(C#N)cc2CO1,-6,1.8,5,-2,9,4,112*,0.6,i,-2
CCCC(=O)Nc1cc(OC)c(OC)cc1C(=O)O,5,0.9,-3,5,0,-7,-3,-1.5,-5.0,-7
CSc1snc(SCC(N)=O)c1C#N,1,-0.9,-3,2,12,-3,1,2.8,i,-3
CC(=O)N1CCc2cc(S(=O)(=O)NC(C(=O)N3CCN(c4ccccc4F)CC3)C(C)C)ccc21 (configuration not stated),7,0.9,2,-10,.,.,1,-0.2,-0.4,-10
O=C(Nc1ccncc1)c1cccc2ccccc12,-5,-0.5,5,-4,5,5,-1,2.8,i,-15
Cc1ccc(-n2c(C)cc(C(=O)COC(=O)c3c(C)noc3C)c2C)cc1,0,0.2,6,-4,-4,5,0,7.3,5.3,10
CC1(c2ccccc2)NC(=O)N(CC(=O)Nc2ccccc2N2CCCC2)C1=O (configuration not stated),-1,1.7,-6,1,.,.,0,.,-1.4,13
CCOC(=O)N1CCN(CC(=O)N2c3ccccc3Sc3ccccc32)CC1,1,-1.0,11,-6,-6,1,6,-1.2,-0.3,-10
CN(Cc1ccccc1)c1cc(Cl)nc(N)n1,-10,0.2,-3,8,17,4,6,.,-1.4,-6
CC1CN(CC(=O)NCc2ccc(F)cc2)CC(C)O1 (configuration not stated),8,-0.7,-5,6,25,4,-1,0.2,i,-10
CC(=O)N1c2ccc(S(=O)(=O)N(C)CC(=O)NC3CCCCC3C)cc2CC1C (configuration not stated),-22,-2.2,3,-1,18,-6,0,-4.4,1.0,-11
COc1ccc(C(=O)Nc2ccc(N3CCCC3)cc2)cc1Br,8,1.4,8,-3,21,1,0,-2.2,i,26
CCCCOc1ccc(C(=O)OC2CC(C)N(C)CC2C)cc1 (configuration not stated),6,0.7,-2,-12,6,-1,0,1.1,-0.7,-4

# These rows are one share of the data. The share of hits here may be higher or lower than overall.
